OX1R antag-1: OX1R (HCRTR1) antagonists, primary screen, fluorescence, CHO/OX1R cells, Fluo-8 calcium, orexin A. Orexin/Hypocretin receptor type 1 (Homo sapiens), O43613. Fluo-8 calcium fluorescence. inhibition, % at 5 µM. actives 0.43% (n = 330,000). AID 434989, 2010;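 active = inhibition above its plate's threshold, mean inhibition of all tested compounds on the plate plus 3 SD, cut at about 37% in these data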;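 note: 0% = orexin A challenge wells and 100% = SB-334867-A antagonist wells; not every result past the cut was called active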
Target sequence (O43613 whole entry, looked up): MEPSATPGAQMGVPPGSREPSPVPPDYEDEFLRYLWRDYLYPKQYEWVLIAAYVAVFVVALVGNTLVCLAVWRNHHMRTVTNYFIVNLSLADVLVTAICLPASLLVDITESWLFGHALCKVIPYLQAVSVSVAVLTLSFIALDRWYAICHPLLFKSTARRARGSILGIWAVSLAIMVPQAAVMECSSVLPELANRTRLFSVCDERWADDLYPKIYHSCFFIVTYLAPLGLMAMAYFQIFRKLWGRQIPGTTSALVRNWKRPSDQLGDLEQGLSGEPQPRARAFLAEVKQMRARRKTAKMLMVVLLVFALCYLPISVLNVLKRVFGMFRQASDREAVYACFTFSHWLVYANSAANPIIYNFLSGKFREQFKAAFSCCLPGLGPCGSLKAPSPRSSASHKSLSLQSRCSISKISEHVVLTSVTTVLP
OX1R antag-2: antagonists of human orexin 1 receptor (OX1R) | actives 1.8% (n = 330,000) | Orexin/Hypocretin receptor type 1 (Homo sapiens), O43613 | inhibition, % at 6.6 µM | OX1R-expressing cells, FRET antagonist read-out | AID 485270, 2010; in the data active = inhibition mostly above about 38%, no sharp cut-off; inactive = mostly below about 40%;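 note: 0% = agonist challenge alone and 100% = reference antagonist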
Active calls of the source: *. Compounds were not picked by outcome. Share with any hit: about 2.1%.

Sample of the layout:
OX1R antag-1	OX1R antag-2	SMILES
-4	19	CCCCCn1c(=O)[nH]c2cc(C(=O)NCCN3CCOCC3)ccc2c1=O
-4	9	Cc1ccccc1C(=O)N[C@H](C(=O)OCC(=O)NC1CC1)C(C)C
-15	15	CCN1CCN(Cc2c(O)ccc3c(=O)c(-c4ccc(OC)c(OC)c4)c(C(F)(F)F)oc23)CC1
-6	13	O=Cc1cn(-c2ccccc2)nc1-c1ccc2c(c1)OCCO2
-43	10	CCC(C(=O)NCc1ccc(OC)cc1)n1nc(C)n2c(cc3occc32)c1=O (configuration not stated)

The listing, from the first entry:
OX1R antag-1	OX1R antag-2	SMILES
-4	19	CCCCCn1c(=O)[nH]c2cc(C(=O)NCCN3CCOCC3)ccc2c1=O
-4	9	Cc1ccccc1C(=O)N[C@H](C(=O)OCC(=O)NC1CC1)C(C)C
-15	15	CCN1CCN(Cc2c(O)ccc3c(=O)c(-c4ccc(OC)c(OC)c4)c(C(F)(F)F)oc23)CC1
-6	13	O=Cc1cn(-c2ccccc2)nc1-c1ccc2c(c1)OCCO2
-43	10	CCC(C(=O)NCc1ccc(OC)cc1)n1nc(C)n2c(cc3occc32)c1=O (configuration not stated)
-23	-2	COc1cc(F)c(C2=CC(=O)CC(C)(C)C2)cc1F
-14	12	CC(C)c1ccc(CNC(=O)CCc2ccccc2)cc1
6	2	CC1Cc2ccccc2N1C(=O)CSc1nnnn1-c1ccc2c(c1)OCCO2 (configuration not stated)
-16	13	O=C(CCC(F)(F)F)N1CCC(CO)(CCc2ccccc2)CC1
-20	12	Cc1ccc(/C=N/NC(=O)CNC(=O)c2cccc([N+](=O)[O-])c2C)o1
-3	39	CCOc1ccc2nc(NC(=O)c3ccoc3C)sc2c1
-10	18	Cc1cccc(NC(=O)CSc2ccc(C(N)=O)cc2[N+](=O)[O-])c1C
-25	24	CC(CCc1ccccc1)NC(=O)c1ccc(Br)o1 (configuration not stated)
6	12	CC(=O)c1ccc(N(CC(=O)NC2CCCC2)C(=O)c2csnn2)cc1
2	17	CS(=O)(=O)c1ccccc1-c1nnc(NC(=O)c2ccc(S(=O)(=O)N3CCCC3)cc2)o1
-14	29	O=C(N/C=N/O)C1=NOC(CNc2ncc(C(F)(F)F)cc2Cl)C1 (configuration not stated)
-29	6	S=C(Nc1cccc2ccccc12)NC1CCCCC1
-20	1	O=C(Nc1nc2ccc(Cl)cc2s1)c1ccc(N2CCCCC2)c([N+](=O)[O-])c1
4	17	CN1C(=O)N(CN2CCCCC2)C2C1N(C)C(=O)N2CN1CCCCC1 (configuration not stated)
5	10	COc1ccc(CCN2C(=S)NC3CC2(C)Oc2ccc([N+](=O)[O-])cc23)cc1OC (configuration not stated)
-40	15	CCSc1nnc(NC(=O)CCNS(=O)(=O)c2ccccc2F)s1
-35	6	CN(C)c1cccc2c1c(NC(=O)c1ccc(F)cc1)nn2C
-10	6	O=C(Nc1ccc(CN2CCS(=O)(=O)CC2)cc1)c1ccc(F)cc1
5	6	COc1ccc(OC)c(S(=O)(=O)n2ccnc2C(C)C)c1
-1	12	NS(=O)(=O)c1ccc(CCNC(=O)C2CCN(S(=O)(=O)c3c(Cl)cccc3Cl)CC2)cc1

Some of these compounds in order of the OX1R antag-1 value, largest number first.
OX1R antag-1	OX1R antag-2	SMILES
-4	9	Cc1ccccc1C(=O)N[C@H](C(=O)OCC(=O)NC1CC1)C(C)C
-10	18	Cc1cccc(NC(=O)CSc2ccc(C(N)=O)cc2[N+](=O)[O-])c1C
-15	15	CCN1CCN(Cc2c(O)ccc3c(=O)c(-c4ccc(OC)c(OC)c4)c(C(F)(F)F)oc23)CC1

(list continues)
OX1R antag-1	OX1R antag-2	SMILES
2	22	O=C(/C=C/c1ccc2c(c1)OCO2)Nc1nc(-c2ccc(F)cc2)cs1
-12	13	CCN1C(=O)C(=O)N(CC(=O)c2[nH]c(C)c(C(C)=O)c2C)C1=O
7	5	Clc1ccc(CNc2ccc(CNc3ncn[nH]3)cc2)cc1
-21	13	Cc1cc(/C=C(\C#N)C(=O)Nc2ccc(Cl)cc2)c(C)n1-c1ccc(N2CCOCC2)c([N+](=O)[O-])c1
-15	28	COc1ccc(C(C)=O)cc1COC(=O)CCNS(=O)(=O)c1ccc(C)c(C)c1
-11	4	CC(=O)c1ccccc1NC(=O)CSc1nc2ccccc2c(=O)n1CCCN1CCOCC1
-18	19	COC(=O)[C@H]1[C@@H](C)N(CCc2cc(OC)c(OC)c(OC)c2)C(=O)N[C@H]1c1ccccc1
2	8	O=C(Oc1ccc2c(c1)OCO2)c1ccncc1
6	57	CC(=O)c1cccc(NC(=O)Nc2csc3c2CCCC3)c1
-4	4	CC(=O)N1N=C(c2ccc(C)cc2)OC1c1cccnc1 (configuration not stated)
-15	23	CN1C(=O)CSC1=NCC12CC3CC(CC(C3)C1)C2
-31	20	COc1ccc(C)cc1NC(=O)CNc1ccccc1CN(C)C1CCCCC1
6	2	CN1CCN(C(=O)c2ccc3c(=O)n4c(nc3c2)CCCCC4)CC1
0	4	O=C(N1CCOCC1)N1CCC(NC(=O)C23CC4CC(CC(C4)C2)C3)CC1
-14	8	Cc1nnc(SCC(=O)O)o1
0	12	CC(C)c1nc(C#N)c(N2CCOCC2)o1
-25	-1	O=c1c2ccccc2[nH]c(=S)n1CCCN1CCN(c2ccccc2)CC1
-6	7	O=C(Nc1ccc(S(=O)(=O)Nc2nccs2)cc1)c1ccccc1OC(F)F
-8	-8	COCCCNC(=O)c1cc(-c2cccnc2)nc2ccccc12
-6	18	COc1ccc(OCc2ccc(C(=O)NN)cc2)cc1
-40	0	Cc1cc(C)c2nc(N3CCC(C(=O)N4CCCC4)CC3)sc2c1
2	7	Cc1nc(C)c(C(=O)O)s1
-15	21	Cc1ccc(S(=O)(=O)Cc2ccc(C(=O)OCc3ccccc3)cc2)cc1
-12	29	Cc1ccccc1Nc1nc(-c2cccnc2)cs1
-10	8	O=C(CNC(=O)c1sc2ccccc2c1Cl)OCc1ccccc1

Compound profiles, from the list above. Order of screens: OX1R antag-1, OX1R antag-2
`CC(=O)c1ccccc1NC(=O)CSc1nc2ccccc2c(=O)n1CCCN1CCOCC1` across the screens: -11, 4
`O=C(N1CCOCC1)N1CCC(NC(=O)C23CC4CC(CC(C4)C2)C3)CC1` across the screens: 0, 4
`CC(=O)c1cccc(NC(=O)Nc2csc3c2CCCC3)c1` across the screens: 6, 57
`COc1ccc(OCc2ccc(C(=O)NN)cc2)cc1` across the screens: -6, 18

Later entries.
OX1R antag-1	OX1R antag-2	SMILES
-26	7	CCOC(=O)c1ccc(NC(=S)NNC(=O)c2cc(-c3cccnc3)nc3ccccc23)cc1
-20	1	CCCCCCCCNC(=O)c1cccnc1SCC(=O)Nc1ccccc1OC
-8	15	O=C1N(c2ccc(Cl)cc2)C(c2ccccc2)N2CCCN12 (configuration not stated)
-2	-4	O=C(Cc1ccc(S(=O)(=O)N2CCOCC2)s1)Nc1ccc(S(=O)(=O)N2CCCCC2)cc1
-10	7	Cc1cccc(C2c3[nH]c4ccccc4c3CCN2C(=O)c2cc(CC(C)C)[nH]c(=O)n2)n1 (configuration not stated)
-20	14	COC/C=C/C1=CC2=CC(=O)C(C)(OC(=O)c3ccco3)C(=O)C2=CO1 (configuration not stated)
-27	26	Cc1ccc(-n2nc(C)c(Sc3ccccc3[N+](=O)[O-])c2N)cc1
-15	13	COc1cccc(CNS(=O)(=O)c2c(C)[nH]c(C)c2C(=O)N2CCCCC2)c1
-9	3	Cc1cc(=O)[nH]c(SCC(=O)Nc2cc(S(=O)(=O)N3CCCC3)ccc2Cl)n1
5	10	O=C(OCCN1C(=O)c2cccc3c(N4CCOCC4)ccc(c23)C1=O)c1ccc(Cl)cc1Cl
-23	27	CN(CC(=O)N1CCCCCC1)S(=O)(=O)c1ccc(Br)s1
5	10	CCOc1ccc(Cn2c(=O)oc3ccc(C)cc32)cc1OC
-18	17	Cc1cccc(C)c1NC(=O)CN(C)C(=O)CC1OC(=O)c2ccccc21 (configuration not stated)
-13	14	CC(=O)c1cccc(NC(=O)N2CCCC2C(=O)NC2CCCCC2)c1 (configuration not stated)
7	2	Cc1ccc(C)c(S(=O)(=O)NCc2cccnc2)c1
-23	39	O=C(O)c1cccc(-n2cccc2C=C2C(=O)c3ccccc3C2=O)c1
-22	4	COc1ccc(N2CCC(CNC(=O)Nc3cccc(OC)c3)C2)cc1 (configuration not stated)
-11	15	CN(CC(=O)Nc1ccccc1Cl)C(=O)COC(=O)c1cccs1
22	18	O=C1/C(=C\c2ccc(O)cc2)SC(=S)N1/N=C/c1ccc(O)cc1
1	48*	CC1CCCN(CCCNC(=O)C2CCC(CNS(=O)(=O)c3cccc4nsnc34)CC2)C1 (configuration not stated)
-34	20	CCOc1ccccc1CN1CCN(Cc2cccc3nonc23)CC1CCO (configuration not stated)
-32	11	CCOC(=O)/C(=N\Nc1cc(Cl)ccc1Cl)N1CC(C)OC(C)C1 (configuration not stated)
-9	0	O=C1c2ccccc2NC(c2ccc(-c3ccc(C(F)(F)F)cc3)o2)N1O (configuration not stated)
1	13	Cc1ccc(S(=O)(=O)N2CCOCC2)cc1NC(=O)COC(=O)Cc1ccsc1
-1	-1	Cc1ccc(COC(=O)c2cccc(S(=O)(=O)N3CCCCCC3)c2)cc1

A second format for some results above:
Compound: Cc1ccc(C)c(S(=O)(=O)NCc2cccnc2)c1
- OX1R antag-1: 7
- OX1R antag-2: 2

Compound: O=C(Cc1ccc(S(=O)(=O)N2CCOCC2)s1)Nc1ccc(S(=O)(=O)N2CCCCC2)cc1
- OX1R antag-1: -2
- OX1R antag-2: -4

Compound: CCOc1ccccc1CN1CCN(Cc2cccc3nonc23)CC1CCO (configuration not stated)
- OX1R antag-1: -34
- OX1R antag-2: 20

Compound: CCOC(=O)c1ccc(NC(=S)NNC(=O)c2cc(-c3cccnc3)nc3ccccc23)cc1
- OX1R antag-1: -26
- OX1R antag-2: 7

Next part:
OX1R antag-1	OX1R antag-2	SMILES
-12	9	CC1(C)CC(NC(=O)C23CCC(C)(C(=O)C2)C3(C)C)CC(C)(C)N1 (configuration not stated)
-12	19	N=C1SCC(=O)N1/N=C/c1ccccc1
-5	5	COC(=O)CC1SC(=O)NC1=Nc1ccc(C)cc1 (configuration not stated)
-20	14	CC(OC(=O)c1ccccc1C(=O)N(C)c1ccccc1)C(=O)Nc1ccc(C(N)=O)cc1 (configuration not stated)
-26	17	CCC(c1nnnn1CCOC)N1CCN(c2nc3ccccc3s2)CC1 (configuration not stated)
-16	19	O=C(CSc1nnnn1-c1ccccc1)c1ccco1
-36	6	CCc1ccc(C2CC(c3ccc(Cl)cc3)=NNC2=O)cc1 (configuration not stated)
-38	16	COc1ccc(C)cc1NC(=O)C(OC(=O)c1cc(C)oc1C)c1ccccc1 (configuration not stated)
1	18	NC(=S)c1cc2cc(Br)ccc2oc1=O
-7	-1	COc1ccc(NC(=O)CCCC(=O)O)cc1Cl
3	0	CCCCNC(=O)c1cc(-c2ccc(OC)cc2)on1
-9	22	O=C(CSc1ncn[nH]1)c1cc2ccccc2o1
-1	40	CC(C)(C)N1C(=O)c2ccccc2NC(=O)N1Cc1ccc(Br)cc1
4	5	Cc1ccc(N2C(=O)CC(Sc3nc4ccccc4o3)C2=O)cc1Cl (configuration not stated)
-9	22	Cc1ccccc1NC(=O)c1ccc(N/N=C/c2ccccc2O)c([N+](=O)[O-])c1
-11	5	CSc1ccccc1C(=O)Nc1ccc(C)cc1C
-8	21	Cc1cccc(C)c1NC(=O)Cn1nnc(-c2ccc(N3CCOCC3)cc2)n1
-2	2	CC1=CC(c2ccc(Cl)cc2)n2nc(NC(=O)CCCC(=O)O)nc2N1 (configuration not stated)
-4	-2	COCCn1c(SCc2ccc(F)cc2)nc2c1c(=O)[nH]c(=O)n2C
-6	9	COC(=O)c1nnn(CC(=O)NC(=O)Nc2ccc(F)cc2)c1C(=O)OC
2	9	C[C@@H]1C(=O)O[C@H](C)[C@H]1C[C@@H](O)[C@](C)(O)C1CC[C@@]2(O)C3=CC(=O)[C@@H]4C[C@@H](O)[C@@H](O)C[C@]4(C)C3CC[C@]12C (some centres not stated)
-29	52	N#CCSc1ccc(-c2nc3ccccc3[nH]2)cn1
-36	9	COc1ccc(C(=O)N2CCCC(c3ccccc3)=N2)cc1
-27	12	Cc1cc(C(=O)COC(=O)Cc2ccc(Cl)cc2)c(C)n1C
-7	5	CN1CCN(C2CCN(Cc3ccc(O)c4ncccc34)CC2)CC1
-10	42	COc1ccc(C(=O)Nc2ccnn2C2CCN(C(=O)C3CCOC3)CC2)cc1 (configuration not stated)
-4	4	Nc1nc(F)cc(NCc2ccccc2)n1
-1	58	COc1ccc(OC)c(C2(O)CSC(=Nc3cccnc3)N2Cc2ccco2)c1 (configuration not stated)
-44	10	COc1cc(Cl)c(C)cc1NC(=O)CSc1ccc(C)cc1
-20	18	COc1ccc(OCc2cc(C(=O)N(Cc3nccn3C)C(C)C)no2)c2ccccc12
7	12	CCCSCCCNC(=O)c1cc2c(s1)CS(=O)(=O)C2
-32	7	Cc1ccc(N2CC(C(=O)Nc3nnc(C(C)C)s3)CC2=O)cc1 (configuration not stated)
-31	19	CC1CCN(C(=O)c2[nH]cnc2C(=O)N[C@@H](CCCCNC(=O)OC(C)(C)C)C(=O)OC(C)(C)C)CC1
6	13	CC(C)(C)C(=O)/C=C/Nc1ccccc1O
-12	17	CN(CC(=O)Nc1ccc(Cl)cc1)C(=O)Cc1c(F)cccc1Cl
36*	27	O=C(Nc1ccc(Oc2ccccc2)cc1)C1CCN(c2c3c(nc4ncnn24)CCC3)CC1
6	9	O=C(Oc1ccccc1)c1cccc(N2C(=O)CCC2=O)c1
